Source: PubChem BioAssay (NMMLSC)
Myeloid diff 2: compounds promoting myeloid differentiation; ER-HoxA9 myeloid progenitors, lysozyme-GFP differentiation, flow cytometry; AID 624256; 1% of 360,000 active; calls only at 10 µM;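 active means normalized GFP-positive differentiation at or above the plate's own cutoff, the solvent-only control mean plus 3 SD; inconclusive means no clear call, values can overlap the other calls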;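 further: cells exposed to compound for four days before flow analysis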
Myeloid diff 2 GFP+ MAC1+ %: further read-out of Myeloid diff 2, marked with its call; GFP+ MAC1+ double positive, %; measured here: differentiation confirmed by MAC1 staining
Active calls of the source: *; i = inactive; u = inconclusive; x = no result given; + = active, no number.

SMILES	Myeloid diff 2	Myeloid diff 2 GFP+ MAC1+ %
Cc1cc(C(=O)N2CCC2(C)C(=O)NS(=O)(=O)c2cccc(Cl)c2)nn1C (configuration not stated)	i	0.4
CC(=O)Nc1cnc(-c2ccccc2O)cn1	i	1.7
CC(NC(C(=O)c1ccccc1)c1ccccc1)c1ccccc1 (configuration not stated)	i	1.5
COC(=O)c1ccc(Cn2c(C)c(C(=O)NCc3cccc(C(F)(F)F)c3)sc2=O)o1	i	3.1
Cc1ccc(F)cc1C(=O)N1CCCC(C)(C(=O)NS(=O)(=O)C2CC2)C1 (configuration not stated)	i	0.9
C=C1C(=O)C23C(O)C1CCC2C12CCCC(C)(COC(C)=O)C1C(O)C3(O)OC2 (configuration not stated)	u	x
Cc1c(NS(=O)(=O)c2ccc(C(=O)N(C)Cc3cccc(Cl)c3Cl)cc2)c(=O)n(-c2ccccc2)n1C	i	0.9
C[C@H]1CN([C@@H](C)CO)S(=O)(=O)c2ccc(Br)cc2O[C@H]1CN(C)C(=O)CCN1CCCCC1	i	0.4
COc1ccc(CCN2CC(C(=O)NCc3cn(C)nc3C)CCC2=O)cc1 (configuration not stated)	i	0.4
O=C(O)c1ccc(C=NN=C2c3ccccc3-c3ccccc32)cc1	i	1.1
COc1ccc(CCNC(=O)CNC(=O)N2CC(=O)Nc3ccccc32)cc1OC	i	0.6
CN1OC[C@@H]2CN(Cc3ccccc3)[C@H](c3ccc(-n4ccnc4)cc3)C[C@@H]21	i	0.7
O=C(COC(=O)c1ccccc1O)NNC(=O)c1ccc(Br)cc1	i	0.7
COCCNC(=O)c1[nH]c(C(F)(F)F)nc1-c1ccccc1	i	0.7
N=c1c2ccccc2nnn1-c1ccccc1[N+](=O)[O-]	i	1.2
N#Cc1cccnc1N1CCN(C(=O)c2[nH]c(C(F)(F)F)nc2-c2ccccc2)CC1	i	0.6
C[C@H](CO)N1C[C@H](C)[C@@H](CN(C)C(=O)NC2CCCCC2)Oc2ncc(Br)cc2C1=O	i	0.7
C[C@@H]1CN([C@H](C)CO)C(=O)CCCn2nncc2CO[C@@H]1CN(C)C(=O)c1ccc(N2CCN(C)CC2)cc1	i	0.6
CCOC(=O)c1c(CC(C)C)csc1NC(=O)COC(=O)c1ccc(O)cc1	i	1.0
O=C(Nc1cccc2c1CCCC2)c1cc(C2CCCCN2S(=O)(=O)c2cccs2)on1 (configuration not stated)	i	0.8
CCN(C(=O)c1cc(OC)c(OC)c(OC)c1)C1CCCCC1	i	0.7
c1cc(-c2ccc3c(c2)CCO3)n2cnnc2c1	i	0.3
CC(C)C#Cc1cnc2c(c1)C(=O)N([C@H](C)CO)C[C@@H](C)[C@H](CN(C)C(=O)Nc1ccccc1F)O2	i	1.5
COc1ccccc1Cn1c(C)c(C(=O)NCc2cccc(C)c2)sc1=O	i	2.4
OCC(O)C(O)CC1SCCS1 (configuration not stated)	i	0.6

Other entries follow:
SMILES	Myeloid diff 2	Myeloid diff 2 GFP+ MAC1+ %
CSCC[C@@H](CO)NC(=O)[C@H]1O[C@@H](n2ccc(=O)[nH]c2=O)[C@H](O)[C@@H]1O	i	0.6
COc1ccc(-c2cnc(C(O)c3ccc(C(C)(C)C)cc3)[nH]2)cc1 (configuration not stated)	i	1.8
CC(=O)N1CCc2cc(NC(=O)C3(C)CCN3Cc3ccccc3Cl)ccc21 (configuration not stated)	i	0.8
Cc1ccc(S(=O)(=O)N2CCOCC2)cc1C(=O)N1CCN(S(=O)(=O)c2ccccc2F)CC1	i	1.1
CCN1CCN(C(C(=O)NC2CCCCC2)c2cc3ccccc3o2)CC1 (configuration not stated)	i	0.4
OC(c1ccc(-c2ccccc2)cc1)c1ncc(-c2ccc(F)cc2)[nH]1 (configuration not stated)	i	1.8
CC(NS(=O)(=O)c1ccc(Cl)cc1)C(=O)OCC(=O)Nc1ccc(N(C)C)cc1 (configuration not stated)	i	0.6
CC1(C)CC(=O)C=C(c2ccc(-c3cnn(Cc4ccccc4)c3)cc2)C1=O	i	0.3
CC1C(=O)N(Cc2cn(Cc3ccco3)nn2)CCS(=O)(=O)N1Cc1ccc(-c2ccncc2)cc1 (configuration not stated)	i	1.1
O=C1NC(Cc2ccc(O)cc2)c2nc3cc(Cl)ccc3c(=O)n2-c2ncccc21 (configuration not stated)	i	0.5
CC/C(=N\NC(=O)c1cc(C)oc1C)c1ccc(OC(F)F)cc1	i	0.6
COc1ccccc1NC(=O)N(O)C1(C#N)CCCCC1	i	1.8
CCCCN(C)S(=O)(=O)c1cc2c(cc1Br)CCN2C(=O)C1CC1	i	1.1
C#CC1(O)CCC2C3CCc4cc(O)cc(C)c4C3CCC21C (configuration not stated)	i	0.8
O=C(COC(=O)C1CC(=O)N(Cc2ccccc2)C1)Nc1ccc([N+](=O)[O-])cc1Br (configuration not stated)	i	0.6
CCCCNC(=O)C[C@@H]1C[C@@]2(C(=O)OC)CCCCC=C2N(Cc2ccc(Cl)cc2Cl)C1=O	i	1.0
CCOC(=O)Cn1cc(Cn2c3ccccc3c(=O)n2C(C)C)nn1	i	1.4
C(=C\c1ccccc1)/CN1CCN(C(CCc2ccccc2)c2nnnn2C2CCCCC2)CC1 (configuration not stated)	i	1.4
COc1ccc([C@H]2CN(c3ccccc3)C(=O)[C@@H]2CC(=O)Nc2ccccc2)cc1	i	1.6
Cc1ccc(S(=O)(=O)N2CCN(C(=O)CN(Cc3ccco3)Cc3cccs3)CC2)cc1	i	1.0
NC(=S)NN=C1CCCCCCCCC1	u	x
COC(=O)C[C@H]1C=C[C@@H](NC(=O)C2CC2)[C@@H](CO)O1	i	1.7
O=C(NNC(=O)c1cc(S(=O)(=O)N2CCOCC2)ccc1Cl)c1ccc(F)cc1	i	0.6
Cc1ccc(NC(=O)CN2C(=O)NC(C)(C)C2=O)cc1S(=O)(=O)N1CCCCCC1	i	0.7
COc1ccccc1Cn1c(=S)[nH]c2cc(C(=O)N3CC(C)CC(C)C3)ccc2c1=O (configuration not stated)	i	0.3

Exported with values under each structure: part of the list above.
Fields – Myeloid diff 2	Myeloid diff 2 GFP+ MAC1+ %
- COc1ccccc1NC(=O)N(O)C1(C#N)CCCCC1
→ i	1.8
- CCCCN(C)S(=O)(=O)c1cc2c(cc1Br)CCN2C(=O)C1CC1
→ i	1.1
- C#CC1(O)CCC2C3CCc4cc(O)cc(C)c4C3CCC21C (configuration not stated)
→ i	0.8
- O=C(COC(=O)C1CC(=O)N(Cc2ccccc2)C1)Nc1ccc([N+](=O)[O-])cc1Br (configuration not stated)
→ i	0.6
- CCCCNC(=O)C[C@@H]1C[C@@]2(C(=O)OC)CCCCC=C2N(Cc2ccc(Cl)cc2Cl)C1=O
→ i	1.0
- CCOC(=O)Cn1cc(Cn2c3ccccc3c(=O)n2C(C)C)nn1
→ i	1.4
- C(=C\c1ccccc1)/CN1CCN(C(CCc2ccccc2)c2nnnn2C2CCCCC2)CC1 (configuration not stated)
→ i	1.4
- COc1ccc([C@H]2CN(c3ccccc3)C(=O)[C@@H]2CC(=O)Nc2ccccc2)cc1
→ i	1.6
- Cc1ccc(S(=O)(=O)N2CCN(C(=O)CN(Cc3ccco3)Cc3cccs3)CC2)cc1
→ i	1.0
- NC(=S)NN=C1CCCCCCCCC1
→ u	x
- COC(=O)C[C@H]1C=C[C@@H](NC(=O)C2CC2)[C@@H](CO)O1
→ i	1.7
- O=C(NNC(=O)c1cc(S(=O)(=O)N2CCOCC2)ccc1Cl)c1ccc(F)cc1
→ i	0.6
- Cc1ccc(NC(=O)CN2C(=O)NC(C)(C)C2=O)cc1S(=O)(=O)N1CCCCCC1
→ i	0.7
- COc1ccccc1Cn1c(=S)[nH]c2cc(C(=O)N3CC(C)CC(C)C3)ccc2c1=O (configuration not stated)
→ i	0.3

Going on with the list:
SMILES	Myeloid diff 2	Myeloid diff 2 GFP+ MAC1+ %
O=S1(=O)CC(N2CCCCC2)CN1C1CCCCC1 (configuration not stated)	i	0.1
Cc1cccc(NC(=O)c2ncn3c2C(=O)N[C@H](C)C3)c1	i	1.1
Cc1ccc(S(=O)(=O)N2C[C@H]3N(C(=O)OC(C)C)N(C(=O)OC(C)C)C[C@H](OC(=O)NC4CC4)[C@@]3(O)C2)cc1	i	0.7
CCn1nc(C(=O)Nc2ccc3c(c2)OCCO3)c2ccccc2c1=O	i	0.4
CCc1nc2ccc(C(=O)NCCc3ccccn3)cn2c1N(CC)Cc1cccc(Br)c1	i	1.1
S=C(NCCCN1CCOCC1)NN=C1c2ccccc2-c2ccccc21	i	1.1
CCC(C)C(CO)NCCCn1cnc2c(OC)ncnc21 (configuration not stated)	i	0.6
CCc1c(-c2cccc(Cl)c2)ncn1Cc1cccc(-c2ccccc2)c1	i	1.7
CC1(C(=O)NS(=O)(=O)Cc2ccccc2C(F)(F)F)CCN1C(=O)Cc1cccs1 (configuration not stated)	i	0.4
COc1cccc(CN(C)C(=O)CC[C@H]2O[C@@H](n3cnc4c(NC(=O)c5ccccc5)ncnc43)[C@H](O)[C@@H]2O)c1	i	0.5
CC(=O)Nc1cc2c(cc1Cl)-c1ccc(F)cc1C2O (configuration not stated)	i	0.7
COc1cc(Cl)ccc1OC1(C)CCN(Cc2cccn2-c2nccs2)C1 (configuration not stated)	i	0.0
COc1ccc(C(O)c2nc(/C=C/c3ccc(C(F)(F)F)cc3)cs2)cc1 (configuration not stated)	i	0.6
COc1cc(CNc2ncnc3c2ncn3[C@H]2CN(Cc3ccncc3)C[C@@H](CO)O2)cc(OC)c1OC	i	1.0
COCCCNC(=O)CC1C[C@H](C(=O)N2CCCCC2)[C@@]2(C)c3[nH]c4ccc(OC)cc4c3CCN2C1=O (some centres not stated)	i	0.8
CC[C@@H]1C(c2ccc(F)cc2)=NN(c2ccccc2)[C@H]1C(=O)N1CCOC1=O	i	3.6
Nc1ccn([C@@H]2O[C@H](CNC(=O)[C@H]3CCC(=O)N3)[C@@H](O)[C@H]2O)c(=O)n1	i	0.2
CC(=O)Nc1ccc2c(c1)C(=Nc1ccc(C)cc1)c1ccccc1-2	i	0.3
COc1ccc(C=C2CCC3C(=O)CCCC3(C)C2=O)cc1 (configuration not stated)	i	0.1
CCN1C(=O)[C@@H]2[C@@H]3CN(S(=O)(=O)c4ccc(C)cc4)[C@@H](c4cccc5ccccc45)[C@@H]3C(=O)C[C@@H]2C1=O	i	0.9
O=C([O-])c1cc(-c2ccccc2)cc(-c2ccccc2)[n+]1CCc1ccc(Cl)cc1	i	2.9
COc1ccc(NC(=O)CCn2c(=S)[nH]c3ccccc3c2=O)cc1Cl	i	0.6
CN1CCN(C(=O)c2cccc(-c3cccc4nccn34)c2)CC1	i	0.3
CCN(CC)CCNC(=O)c1ccc(NC(=O)c2ccc(S(=O)(=O)N(C)c3ccccc3OC)cc2)cc1	i	1.1
Cc1ccc(SCC(=O)N2CCN(c3ccc(F)cc3)CC2)cc1	i	0.8

Going on with the list:
SMILES	Myeloid diff 2	Myeloid diff 2 GFP+ MAC1+ %
O=C(Nc1ccc(F)c(Cl)c1)c1cc(C2CCCCN2C(=O)CCc2ccccc2)on1 (configuration not stated)	i	1.0
COc1ccc(-c2nnc(-c3ccc4ccccc4c3)o2)cc1	i	0.6
Fc1ccc(-c2ccc3c(c2)C2CC3CCN2Cc2ccc3c(c2)OCO3)cc1 (configuration not stated)	i	0.0
CC1(C(=O)Nc2cccc(OC(F)(F)F)c2)Cc2c(-c3ccc4c(c3)OCO4)ccnc2O1 (configuration not stated)	i	0.2
COCCNC(=O)C1(C)CCN(C(=O)c2cc(C)n(C(C)(C)C)n2)C1 (configuration not stated)	i	1.5
O=C(NCc1cccc(C(F)(F)F)c1)c1ccc2sc([C@@H]3O[C@H](CO)[C@H](O)[C@H](O)[C@H]3O)nc2c1	i	0.3
CCOc1cc(N2CCOCC2)c(OCC)cc1NC(=O)c1ccc(S(=O)(=O)N2CC(C)OC(C)C2)cc1 (configuration not stated)	i	1.2
COc1ccccc1C=NNc1nc(C)cc(=O)[nH]1	i	1.2
O=C1NC[C@H](CCCCN2CCN(CCC3CCCCC3)C(=O)C2=O)N(CCC2CCCCC2)C1=O	i	0.7
CN(CC(=O)Nc1ccccc1Br)CC(=O)NC(c1ccccc1)c1ccccc1	i	0.8
COc1cccc(-c2cnc3c(NC=O)cc(-c4cc(OC)c(OC)c(OC)c4)cn23)c1	+	1.3*
CCOC(=O)c1ccc(NC(=O)c2ncn3c2C(=O)NC[C@@H]3C)cc1	i	0.4
Cc1nc(C(F)(F)F)ccc1C(=O)N1CCC(C)(C(=O)NS(=O)(=O)C2CC2)C1 (configuration not stated)	i	1.0
CC(=O)N1CCCC(C)(C(=O)Nc2cccc(OC(C)C)c2)C1 (configuration not stated)	i	0.8
CC(C)=CCn1c2ccc(NC(=O)Nc3cccnc3)cc2c(=O)n1C	i	1.0
Nc1nccc2c1ncn2C1OC(CO)C(O)C1O (configuration not stated)	i	1.2
O=C(Cc1ccc(Cl)cc1)c1ccccc1	i	0.7
C[C@H]1CN([C@@H](C)CO)C(=O)c2cc(Br)cnc2O[C@@H]1CN(C)C(=O)Nc1ccc(C(F)(F)F)cc1	i	0.7
CC1=CC(C)(C)NC(=S)N1c1cccc(Cl)c1	i	1.1
Cc1cccc(C)c1-n1nnnc1C(c1ccccc1)N1CCN(C/C=C/c2ccccc2)CC1 (configuration not stated)	i	1.1
Cc1ccccc1-c1cccc([C@@H]2C[C@H]3[C@H](CON3C)CN2C(=O)C(C)(C)C)c1	i	0.2
COC(=O)c1nn(C)c(=O)[nH]c1=O	i	0.8
C=C1CC(COc2cc(=O)oc3ccccc23)(c2ccccc2)OC1=O (configuration not stated)	u	x
Cc1ccccc1C(=O)OCC(=O)N1CC(=O)Nc2ccccc21	i	1.7
Fc1cccc(Cc2c(-c3ccco3)nc3ccc(Cl)cn23)c1	i	0.6
CC1(C(=O)NS(=O)(=O)Cc2cccc(Cl)c2)CCN1C(=O)Cc1ccc(Cl)cc1Cl (configuration not stated)	i	0.5
COc1ccccc1CNC(=O)C1(C)CCN1Cc1ccc(OC(F)(F)F)cc1 (configuration not stated)	i	0.9
CC(=O)Nc1ccc(-c2ccnc3c2CC(C)(C(=O)NCc2ccc(N4CCN(C)CC4)cc2)O3)cc1 (configuration not stated)	i	0.4
COc1ccc(CNC(=O)C2(C)Cc3c(-c4ccc5c(c4)OCO5)ccnc3O2)cc1OC (configuration not stated)	i	1.0

A portion of the library; the hit share may differ from the screen's.
